High-throughput results from PubChem.
EP2 mod = modulators of human EP2 prostaglandin E2 receptor. EP2-expressing cells, cAMP HTRF FRET, PGE2 co-stimulation. AID 940. induction, % at 25 µM. 0.83% of 260,000 active;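 active = compounds whose cAMP rise, as percent of the full-agonist control response, exceeds 60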;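 note: rat C6 glioma line stably carrying human EP2 under a CMV promoter; the protocol text gives 20 µM as final concentration; 100% = response of wells given 1 µM PGE2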
PERK inhibitor = human PERK inhibition, primary cell-based screen; 0.17% of 220,000 active; inhibition, % at 5.6 µM; Q9NZJ5; CHO PERK-DD fusion, SEAP luminescence translation reporter;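 active = inhibition above the mean inhibition of all tested compounds plus 3 SD, set separately per screening campaign, cut at about 2.9% in these data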;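 note: PERK kinase domain activated by AP20187 dimerizer at 100 nM; 0% = DMSO with dimerizer and 100% = rapamycin at 8.4 µM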
zfTRPN1 agonist = zebrafish TRPN1 (NompC) channel agonism; HEK293 zebrafish TRPN1-YFP, Fluo-8 calcium fluorescence; 100% = response to 87 µM carbachol; activation, % at 3 µM; 0.18% of 220,000 active;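 active = activation above its plate's cutoff, the mean activation of test wells on that plate plus 3 SD, cut at about 19% in these data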;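 note: 0% = DMSO alone and 100% = 87 µM carbachol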
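Assay system: Zebrafish TRPN1-YFP in HEK293 cells | Incubation: Dye loading 1 h at 37 °C, then 30 min room temperature | Measured by: Kinetic Fluo-8 fluorescence, ex 470-495, em 515-575 nm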
Ba/F3 V617F tox = reduce viability of Ba/F3 cells dependent on JAK2V617F | Ba/F3 EpoR-JAK2V617F viability, ATP luminescence | inhibition, % at 5.6 µM | 1.1% of 220,000 active;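 active = inhibition above the campaign mean plus 3 SD over all tested compounds, cut at about 24% in these data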;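 note: cytokine-independent growth of Ba/F3 cells driven by EpoR plus mutant JAK2; 0% = DMSO-treated cells and 100% = JAK inhibitor I control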
S1P4 agonist = human S1P4 receptor agonism. 0.35% of 220,000 active. activation, % at 4.98 µM. S1P4-expressing cell line, agonist reporter assay. AID 1509. O95977; in the data active = activation above about 11%;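 note: 0% = DMSO vehicle and 100% = reference agonist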
Target sequence (O95977 whole entry, looked up): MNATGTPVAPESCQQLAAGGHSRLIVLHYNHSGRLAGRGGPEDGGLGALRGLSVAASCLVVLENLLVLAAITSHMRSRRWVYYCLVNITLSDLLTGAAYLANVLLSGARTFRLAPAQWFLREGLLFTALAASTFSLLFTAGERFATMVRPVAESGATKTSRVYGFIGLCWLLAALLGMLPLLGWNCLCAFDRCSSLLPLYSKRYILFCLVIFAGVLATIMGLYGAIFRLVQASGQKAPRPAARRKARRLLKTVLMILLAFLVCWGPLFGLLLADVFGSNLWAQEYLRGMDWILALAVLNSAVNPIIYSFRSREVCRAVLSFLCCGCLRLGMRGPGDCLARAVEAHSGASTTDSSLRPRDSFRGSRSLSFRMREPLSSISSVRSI
Calpain2 inh = calpain II (pig) inhibition; inhibition, % at 16 µM; 0.37% of 220,000 active; purified calpain II, fluorogenic peptide substrate, 30 min; AID 1236;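 active = inhibition above about 50%, limit read from the data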
S1P4 antagonist = antagonists of human S1P4 receptor; O95977; inhibition, % at 4.98 µM; 0.26% of 220,000 active; AID 1510; S1P4-expressing cells, antagonist mode, reporter read-out; in the data active = inhibition above about 29%;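 note: 0% = wells stimulated with agonist and 100% = vehicle wells without agonist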
TRPML3 agonist = agonists of human TRPML3 channel; activation, % at 3 µM; HEK293 TRPML3-YFP, Fluo-8 calcium fluorescence; 100% = the carbachol control signal; 0.29% of 220,000 active;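 active = activation above its plate's cutoff, the mean activation of the plate's test wells plus 3 SD, cut at about 12% in these data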;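 note: 0% = DMSO only wells and 100% = carbachol wells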
Target sequence (Q8TDD5 whole entry, looked up): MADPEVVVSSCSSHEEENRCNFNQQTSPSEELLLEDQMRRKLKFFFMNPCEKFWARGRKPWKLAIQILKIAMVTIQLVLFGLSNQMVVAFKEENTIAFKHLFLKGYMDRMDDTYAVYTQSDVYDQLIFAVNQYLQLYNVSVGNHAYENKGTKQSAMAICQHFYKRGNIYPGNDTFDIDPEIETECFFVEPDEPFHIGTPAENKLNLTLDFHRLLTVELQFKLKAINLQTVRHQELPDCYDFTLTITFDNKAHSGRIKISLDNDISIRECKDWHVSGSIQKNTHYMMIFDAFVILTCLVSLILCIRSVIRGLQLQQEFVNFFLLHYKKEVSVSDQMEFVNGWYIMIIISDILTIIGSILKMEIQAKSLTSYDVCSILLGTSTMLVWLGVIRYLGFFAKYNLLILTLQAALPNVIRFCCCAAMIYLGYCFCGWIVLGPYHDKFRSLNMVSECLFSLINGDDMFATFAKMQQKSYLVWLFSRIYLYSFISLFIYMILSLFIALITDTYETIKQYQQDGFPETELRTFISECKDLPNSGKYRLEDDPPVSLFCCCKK
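Test system: TRPML3-YFP stable HEK293 cells. Doses: single point at 3 µM. Incubation: dye loading 1 h 37 °C then 30 min ambient, 125 s read. Signal: Fluo-8 calcium dye fluorescence, ex 470-495, em 515-575 nm. Measure: percent activation from peak-to-basal fluorescence ratio, scaled between DMSO and carbachol.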
BaF3 parental = counter-screen for JAK2V617F inhibitors: parental Ba/F3 viability inhibitors; inhibition, % at 5.6 µM; CellTiter-Glo ATP luminescence; 1.1% of 220,000 active;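 active = inhibition above a per-campaign cutoff, the mean inhibition of all tested compounds plus 3 SD, cut at about 27% in these data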;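 note: 0% = DMSO wells and 100% = JAK Inhibitor I control wells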
* hit, by the source's call; i = inactive; & = joins results of further samples.

Molecule,EP2 mod,PERK inhibitor,zfTRPN1 agonist,Ba/F3 V617F tox,S1P4 agonist,Calpain2 inh,S1P4 antagonist,TRPML3 agonist,BaF3 parental
CCn1cc(CN2CCCC(C(=O)c3cccc(OC)c3)C2)c(C)n1 (stereo not drawn),-46,-0.3,1.2,-2,-0.3,-9,-11,0.0,3
Cc1ccc(-n2c(O)c(/C=N/NC(=O)c3ccncc3)c(=O)[nH]c2=O)cc1C,-4,0.1,0.9,1,1.0,-11,-23,0.4,8
O=[N+]([O-])c1ccc(N2CCCC2)c2ncccc12,4,0.5,0.6,4,-1.0,26,-19,0.7,4
CC(C)(C#CCCCCC#CC(C)(C)[N+](C)(C)C)[N+](C)(C)C,1,0.7,1.9,-3,2.1,-16,-11,0.6,1
Cc1ccc(Cn2nc(C)c(C=O)c2Cl)cc1,-6,0.8,-0.3,-2,2.4,-15,-14,0.1,3
O=c1[nH]c(=S)n(CCC2=CCCCC2)c(O)c1C=NCCCn1ccnc1,18,-0.2,-0.6,0,2.5,-137,3,0.2,3
O=C(O)CCn1cc(C=C2C(=O)NC(=O)NC2=O)c(-c2ccc(Br)cc2)n1,28,0.7,-0.2,1,0.8,10,-12,0.8,4
Cc1ccc[n+](CC(O)Cn2c3ccccc3c3ccccc32)c1 (stereo not drawn),-18&16,1.4,1.0,4,-1.4,26,-16,-0.9,13
Nc1cc(Cl)c2nonc2c1[N+](=O)[O-],11,2.3,-0.4,47*,1.8,-13,-3,0.6,2
N#CC1=C(N)Oc2c(c(=O)sc3ccccc23)C1c1ccncc1 (stereo not drawn),-99,1.3,0.3,0,2.9,-8,-3,-0.1,7
O=C(C(Cc1ccccc1)NS(=O)(=O)c1ccc(F)cc1)N1CCC2(CC1)OCCO2 (stereo not drawn),-1,-1.9,1.5,4,0.5,23,-5,0.2,4
Cc1cc2ccccc2c(=O)n1CC(=O)NCC(=O)N1CCC2(CC1)OCCO2,-16,0.7,0.5,1,0.1,-14,5,0.2,6
Cc1[nH]c2ccccc2c1CCCNC1CCCCC1,1,-0.4,-0.8,-1,1.1,-19,-21,-0.5,5
CP(=O)(O)CCCN,0&13,0.1,-0.7,-3,-1.0,-8,-13,-0.6,-2
COc1ccc(CN2CCCC(C(=O)c3sccc3C)C2)cc1O (stereo not drawn),-29,-0.2,2.4,2,-0.1,21,-16,0.5,2
Cc1cccc(C(=O)NC(Oc2ccccc2)C(Cl)(Cl)Cl)c1 (stereo not drawn),54,-0.1,-2.9,0,1.0,-5,-2,-1.3,6
CCCCn1c(NS(=O)(=O)c2ccccc2)c(C(=O)OCC)c2nc3ccccc3nc21,0,-0.6,2.3,5,0.1,-449,4,0.7,3
CC(C)N1C(=O)CC2(CC[N+](C)(CCOC(=O)C(O)(c3ccccc3)c3ccccc3)CC2)C1=O (stereo not drawn),18,0.0,0.0,3,-2.4,-40,-11,0.2,2
COCCCn1c(N)c(C(=O)OC(C)COC)c2nc3ccccc3nc21 (stereo not drawn),25,-0.2,-0.3,-3,2.5,i,-6,-0.6,2
O=P(Oc1ccccc1)(Oc1ccccc1)C(Nc1ccccc1)c1ccccc1 (stereo not drawn),52,0.6,0.2,2,2.8,8,-31,0.3,6
CCC(=NCC1CCCO1)c1c(O)n(-c2ccccc2)c(=O)[nH]c1=O (stereo not drawn),17,-0.8,0.0,3,-1.6,16,-7,0.5,3
O=C(/C=C/c1ccccc1)c1c(O)n(CCc2ccccc2)c(=O)[nH]c1=O,5,0.4,-1.2,-3,-0.4,-18,-9,0.3,0
CCCCn1c(O)c(C(C)=Nc2ccc(C(=O)O)cc2)c(=O)[nH]c1=O,11,-0.9,0.2,3,-0.9,4,3,0.2,5
O=C(OCC(=O)c1ccc([N+](=O)[O-])cc1)/C(=C/c1ccc(Cl)cc1)NC(=O)c1ccccc1,17,-0.6,-0.5,6,0.6,16,-2,1.0,9
O=C(CNC(=O)c1cccc(Cl)c1)Nc1ccc(Br)cc1C(=O)c1ccccc1,32,0.1,-1.3,-2,-0.7,10,-5,-0.2,5
c1ccc(CCn2nnnc2CN2CCC(n3nnc4ccccc43)CC2)cc1,0,-0.9,1.6,1,-1.1,20,9,1.1,12
CCN(CC)c1ccc(/C=C2\C(=O)NC(=S)N(C)C2=O)o1,-2,1.6,14,2,-0.8,4,2,2.6,-2
COc1ccc(-c2nc3ccccc3c(=O)n2-c2nccs2)cc1,-23&-8,-1.0,-0.6,-2,-0.1,28,-11,0.1,0
COc1ccc(CCC(C)NCCc2ccccc2)cc1 (stereo not drawn),5,-1.1,0.0,0,-3.7,-33,8,1.1,4
O=C(Nc1cccc(Cl)c1)c1c(O)c2c(n(Cc3ccccc3)c1=O)CCCC2,3,0.7,-1.0,-4,1.8,-20,6,0.6,-1
CCNc1cc(N2CCN(C)CC2)ccc1[N+](=O)[O-],-9,0.5,-0.5,3,-0.9,10,3,0.7,5
Cc1cccc(N2C(=O)NC(=O)/C(=C\c3cnn(-c4ccccc4)c3)C2=O)c1,-36,0.4,0.5,-2,1.3,-40,-32,0.3,-2
S=C1CN=C(c2ccccc2)c2cc(Cl)ccc2N1,51,0.3,-1.3,-4,1.8,-5,-4,-0.5,3
COC(=O)C(O)(c1ccc(NC(=O)Oc2ccccc2)cc1)C(F)(F)F (stereo not drawn),-11,0.7,1.6,5,1.2,30,-19,0.9,12
NC(=O)Cn1cc(C(=O)c2ccccc2F)c2ccccc21,10,0.5,0.8,-2,1.5,-22,-1,0.5,5
O=C(c1cc(-c2ccc(Cl)cc2)n(-c2ccc(Cl)cc2Cl)n1)N1CCOCC1,41,1.0,0.2,3,-1.5,-6,-10,-0.7,6
O=C(CN1CCN(c2ccccc2F)CC1)Nc1cccnc1Cl,-37,0.1,0.5,1,1.7,-16,-11,0.3,3
CCCOC(=O)c1c(N)n(Cc2cccs2)c2nc3ccccc3nc12,21,-1.2,-0.2,4,0.1,i,0,0.7,4
CC(=O)Nc1cccc([As](=O)(c2cccc(NC(C)=O)c2)c2cccc(NC(C)=O)c2)c1,-6,2.1,2.3,-1,0.4,5,-5,0.8,-2
Cn1c(=O)cc(OCC(=O)N2CCC3(CC2)OCCO3)c2ccccc21,6,0.3,-1.4,-3,-0.2,-2,-10,1.3,0
CC(C)N(CC(O)c1cccc([N+](=O)[O-])c1)C(C)C (stereo not drawn),16,1.0,0.4,-5,1.5,-9,-17,0.7,0
COc1ccc(CN2CCCC(C(=O)c3ccccc3SC)C2)cc1O (stereo not drawn),-36,-0.3,-0.3,4,0.3,2,-17,0.7,11
NCC(O)c1ccc(O)cc1 (stereo not drawn),17&15&13,0.4,-0.6,5,1.7,20,-13,0.3,12
COc1ccc2c3c([nH]c2c1)C(C)=NCC3,-10&-27,1.1,0.1,-4,4.3,-364,-16,0.7,2
Cc1ccsc1C(=O)C1CCCN(Cc2cnn(C)c2)C1 (stereo not drawn),7,-0.1,1.2,-1,1.4,13,6,1.1,-1
O=C(Nc1ccc(F)cc1)N1CC2CC(C1)c1cccc(=O)n1C2 (stereo not drawn),-9,-0.1,2.9,4,0.5,-17,-20,0.0,2
CN(C)c1cccc2c(C#N)ccc(N(C)C)c12,7,0.5,-1.2,-4,-0.3,2,-2,-0.1,6
CCNc1nc(Cl)nc(NC(C)C)n1,10&25,0.7,-0.6,-3,1.0,-4,2,1.0,2
Cc1cc(C)c(S(=O)(=O)NCC2CCC(C(=O)N3CCC4(CC3)OCCO4)CC2)c(C)c1 (stereo not drawn),-18,-2.0,1.1,5,1.4,-2,4,0.1,11
Clc1ccc(OCC#CCN2CCOCC2)cc1,-3,1.1,0.5,3,0.6,16,-18,2.5,4
O=c1[nH]sc2cc(F)ccc12,-25,-0.1,2.3,28*,-0.8,-31,31*,2.9,-1
COc1ccccc1OCC#CCN1CCCC1,13,0.4,1.2,3,1.8,-17,-14,1.0,-1
C#CCNc1ccncc1S(=O)(=O)NC(=O)NC(C)C,20,-0.2,0.7,4,-0.1,22,-25,0.1,5
Cc1nn(Cc2ccccc2Cl)c(C)c1C(=O)OCC(=O)NC1CCS(=O)(=O)C1 (stereo not drawn),15,-0.1,-0.3,0,-0.2,9,-11,0.7,4
CN1C2CCC1C(COC(=O)c1ccccc1)C(O)C2 (stereo not drawn),5,0.6,-1.3,4,2.3,14,8,0.6,-1
CCN(CC)P(=O)(NC(=O)c1cccn1C)N(CC)CC,5,0.2,-0.3,-4,1.3,-30,-9,1.1,3
O=C1NC(=O)C(=Cc2ccc(OCC(=O)N3CCOCC3)cc2)C(=O)N1,14,0.1,0.9,1,-0.5,9,-4,-0.2,2
CC1CCC(NCCc2ccc3c(c2)OCO3)CC1 (stereo not drawn),-5,0.2,-1.5,-2,-1.0,-9,-4,0.4,4
CCCc1[nH]nc2c1C1(C(=O)N(CC(N)=O)c3ccccc31)C(C(=O)OC)=C(N)O2 (stereo not drawn),8,0.7,1.0,3,0.9,-10,-3,0.9,6
O=C(CN1C(=O)CN=C(c2ccccc2Cl)c2cc(Cl)ccc21)NCc1ccco1,-22,-1.2,2.1,-1,-2.5,-42,-5,0.6,3

The results go on.
Molecule,EP2 mod,PERK inhibitor,zfTRPN1 agonist,Ba/F3 V617F tox,S1P4 agonist,Calpain2 inh,S1P4 antagonist,TRPML3 agonist,BaF3 parental
COc1ccc(C2SCC(=O)Nc3c2c(=O)[nH]n3C2CCCCCC2)cc1OC (stereo not drawn),-8,-0.1,-0.3,-2,0.8,9,-6,0.7,3
CCOC(=O)C1=C(C)OC(N)=C(C#N)C12C(=O)Nc1ccc(C)cc12 (stereo not drawn),22,-0.8,0.1,0,0.7,5,-1,-0.1,2
C[C@]12CCC(=O)C=C1CC[C@@H]1[C@@H]2C(=O)C[C@]2(C)C(=O)CC[C@@H]12,12,-0.2,2.1,-1,1.3,-3,-14,0.8,2
COc1cccc(NP(=O)(Oc2ccc(Cl)cc2)Oc2ccc(Cl)cc2)c1,22,0.6,-0.7,-4,0.0,38,16,0.0,6
COc1ccc(C(Nc2ccccc2)P(=O)(Oc2ccccc2)Oc2ccccc2)cc1 (stereo not drawn),56,0.3,0.5,-3,1.1,-4,14,0.9,1
CC(=O)C1=C(C)OC(N)=C(C(=O)OC(C)C)C12C(=O)Nc1ccccc12 (stereo not drawn),22,0.2,0.6,-1,1.8,26,-10,0.7,3
CCCC[n+]1cc(/N=C(\[O-])OC)on1,5,1.0,-0.5,-1,1.4,24,-6,0.9,1

3 neighbouring records out of the list so far, for reference:
Molecule,EP2 mod,PERK inhibitor,zfTRPN1 agonist,Ba/F3 V617F tox,S1P4 agonist,Calpain2 inh,S1P4 antagonist,TRPML3 agonist,BaF3 parental
COc1ccc(C(Nc2ccccc2)P(=O)(Oc2ccccc2)Oc2ccccc2)cc1 (stereo not drawn),56,0.3,0.5,-3,1.1,-4,14,0.9,1
CC(=O)C1=C(C)OC(N)=C(C(=O)OC(C)C)C12C(=O)Nc1ccccc12 (stereo not drawn),22,0.2,0.6,-1,1.8,26,-10,0.7,3
CCCC[n+]1cc(/N=C(\[O-])OC)on1,5,1.0,-0.5,-1,1.4,24,-6,0.9,1

Some of the compounds tested (hit frequency here may not be typical).
